A549 tox: counter-screen for Nrf2 inhibitors: cytotoxicity in A549 cells | A549 ARE-Fluc cells, CellTiter-Fluor viability, 18-24 h | AID 504648 | 0.16% of 390,000 active | Potency, µM (highest dose often 46 µM), without a hit: top-dose activity change, negative = cytotoxicity, usual class: inhibitors; also: potency is read from the fitted curve at half-maximal effect; % is scaled to controls: 0 for no effect and ±100 for the full control effect
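Cytotoxicity counterscreen: CellTiter-Fluor fluorescence was measured in A549 ARE_Fluc cells after 18-24 h of compound exposure in a concentration series. The subsequent BugLite luminescent read reports ARE-luciferase activity.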
EPAC2 agonist: EPAC2 (human) agonism. Q8WZA2. EPAC2 activation, biochemical qHTS; response scale: 100% = 6.5 mM cAMP response. Potency, µM (highest dose often 154 µM), inactives show at the top dose activation, hits mostly activators. 0.079% of 360,000 active. AID 720711; also: potency is read from the fitted curve at half-maximal effect; nearly all actives have a fitted effect of over 50% in size
Target sequence (Q8WZA2 whole entry, looked up): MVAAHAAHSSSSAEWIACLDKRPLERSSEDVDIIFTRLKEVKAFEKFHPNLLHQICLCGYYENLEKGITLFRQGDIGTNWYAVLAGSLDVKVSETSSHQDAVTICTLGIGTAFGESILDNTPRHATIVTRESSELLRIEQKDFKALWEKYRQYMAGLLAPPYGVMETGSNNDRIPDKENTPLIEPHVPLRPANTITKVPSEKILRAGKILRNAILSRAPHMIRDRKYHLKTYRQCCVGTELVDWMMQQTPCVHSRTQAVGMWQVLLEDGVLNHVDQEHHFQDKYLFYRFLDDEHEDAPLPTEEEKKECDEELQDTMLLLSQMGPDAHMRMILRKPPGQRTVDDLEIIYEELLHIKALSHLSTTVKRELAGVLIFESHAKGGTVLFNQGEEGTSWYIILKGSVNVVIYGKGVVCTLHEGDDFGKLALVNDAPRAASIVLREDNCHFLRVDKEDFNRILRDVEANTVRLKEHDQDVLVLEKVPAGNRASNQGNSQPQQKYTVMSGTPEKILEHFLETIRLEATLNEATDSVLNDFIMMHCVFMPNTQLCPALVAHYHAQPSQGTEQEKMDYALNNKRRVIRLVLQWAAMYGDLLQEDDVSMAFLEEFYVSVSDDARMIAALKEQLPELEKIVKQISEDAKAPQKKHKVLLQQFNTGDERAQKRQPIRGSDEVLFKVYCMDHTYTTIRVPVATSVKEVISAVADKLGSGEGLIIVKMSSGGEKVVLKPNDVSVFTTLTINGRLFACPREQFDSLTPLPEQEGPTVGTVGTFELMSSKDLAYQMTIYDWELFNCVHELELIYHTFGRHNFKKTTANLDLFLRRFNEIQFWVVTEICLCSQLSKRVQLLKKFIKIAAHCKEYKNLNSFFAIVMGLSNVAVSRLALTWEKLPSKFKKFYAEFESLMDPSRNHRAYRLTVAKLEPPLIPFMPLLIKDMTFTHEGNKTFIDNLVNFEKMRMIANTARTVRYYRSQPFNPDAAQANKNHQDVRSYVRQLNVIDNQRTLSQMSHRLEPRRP
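Readout is BODIPY fluorescence (480 nm excitation, 540 nm emission), which falls as labeled GDP is exchanged off Rap1B. EPAC2 at 100 nM acted on 250 nM RAP1B-BODIPY-GDP with 50 uM GDP present.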
S2 tox: cell viability loss in ATXN counter-screen; S2 cells (HEK-293 line with an ATXN2-luciferase reporter) viability, CellTiter-Fluor protease fluorescence, 24 h; Potency, µM (series often up to 56.7 µM), most hits filed as cytotoxic; 0.49% of 400,000 active; AID 651635; also: potency is read from the fitted curve at half-maximal effect; nearly all actives have a fitted effect of over 40% in size
TGFb SMAD3 inh: TGF-b pathway inhibition. HepG2 CAGA-GFP TGF-b/SMAD3 reporter, GFP fluorescence, 18 h; TGF-beta stimulated, 500 pg/mL final. Potency, µM (highest dose often 46.1 µM), for inactives: top-dose activity, negative = inhibition, hits mostly inhibitors. 1.2% of 410,000 active. AID 588855; also: potency is read from the fitted curve at half-maximal effect; % is scaled to controls: 0 for no effect and ±100 for the full control effect; nearly all actives have a fitted effect of over 65% in size
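Smad-responsive CAGA-GFP expression was quantified in HEPG2 cells exposed to compounds and 500 pg/mL final TGF-beta for 18 h at 37 degrees C; unstimulated wells defined full inhibition.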
ATXN2 expr inh: inhibitors of ATXN2 expression; HEK-293 ATXN2-luciferase reporter, luminescence, 24 h; Potency, µM (titrated, usually from 57 µM), without a hit: at the highest dose activity change, negative = inhibition, most hits filed as inhibitors; 0.72% of 360,000 active; also: potency is read from the fitted curve at half-maximal effect; % is scaled to controls: 0 for no effect and ±100 for the full control effect; nearly all actives have a fitted effect of over 55% in size
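qHTS (up to 57 uM final) was run with 24 h compound exposure of reporter cells at 37 °C. Each well was multiplexed: SteadyGlo luminescence measured ATXN2-luciferase expression after a fluorogenic Gly-Phe-AFC viability readout (25 uM final).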
Nrf2 inh: inhibitors of Nrf2 signaling | A549 ARE-Fluc reporter, luciferase luminescence, 18-24 h | Potency, µM (titrated, usually from 46 µM), inactives show at the highest dose activity change, negative = inhibition, actives largely listed as inhibitors | 2.1% of 360,000 active; also: potency is read from the fitted curve at half-maximal effect; % is scaled to controls: 0 for no effect and ±100 for the full control effect; nearly all actives have a fitted effect of over 60% in size
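Nrf2 function is reported as luminescence of an ARE-controlled luciferase in A549 cells. Compounds were tested at several concentrations, and a CellTiter-Fluor read on the same wells flagged cytotoxicity.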
Nrf2 activator: Nrf2 pathway activation. AREc32 ARE-luciferase reporter (MCF7-derived line), luminescence, 24 h. Potency, µM (doses to about 46.1 µM), without a hit: at the top dose activation, hits mostly activators. 0.31% of 410,000 active; also: potency is read from the fitted curve at half-maximal effect; % of control where 0% means no effect; nearly all actives have a fitted effect of over 65% in size
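Nrf2 activation is followed as ARE-luciferase induction in the AREc32 line after one day of compound treatment; luminescence is read with Steady-Glo.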
HepG2 tox: HepG2 cytotoxicity, counter-screen for TGF-b inhibitors | HepG2 CAGA-GFP viability, ATP luminescence, 18 h | 0.76% of 410,000 active | Potency, µM (titrated, usually from 46.1 µM), without a hit: top-dose activity change, negative = cytotoxicity, most hits filed as cytotoxic; also: potency is read from the fitted curve at half-maximal effect; some results filed as inactive show a strong effect at the top dose
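HepG2 CAGA-GFP cells (1000/well, DMEM with 1% FBS) received compound, then TGF-beta at 500 pg/mL final, and were incubated 18 hours at 37 degrees C. Viability was read by CellTiter-Glo luminescence. Media-only wells were set as complete cell-killing and DMSO as no toxicity.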
IL2 activator: activates IL-2 in a cell-based reporter assay; IL-2 activation reporter assay, cell-based qHTS; stimulated with anti-CD3/CD4/CD28 beads; in transgenic mouse T cells; activation, % (series mostly up to about 46 µM); 0.065% of 360,000 active; AID 652025; in the data active = activation above about 50%; inconclusive = mostly about 30% to 49%; also: 0% is about no effect
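EGFP and DsRed fluorescence is measured by plate cytometry in unstimulated transgenic mouse T cells exposed to compound for 60 minutes, then stimulated 18 hours at 37 degrees C with anti-CD3/anti-CD4 beads plus anti-CD28.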
* hit, by the source's call; i = inactive; ? = inconclusive; · = not tested or not shown; [ ] = remark or other dose. Unless noted, calls follow the shape of the dose curve; as a rule, active = well fitted curve in the direction sought with a large enough effect; inconclusive = small, poorly fitted or top-dose-only effect, or another doubt; inactive = no such curve, though single readings can be large; an effect the other way counts as inactive or inconclusive.

SMILES	A549 tox	EPAC2 agonist	S2 tox	TGFb SMAD3 inh	ATXN2 expr inh	Nrf2 inh	Nrf2 activator	HepG2 tox	IL2 activator
COC(=O)CCC(NC(=O)OCc1ccccc1)C(=O)NC(CC(C)C)C(=O)OC (configuration not stated)	1%	?	i	-12%	-3%	2%	-0.4%	-15%	0.2
O=C1CCCN1c1ccc(S(=O)(=O)N2CCN(c3ccccn3)CC2)cc1	9%	0%	i	9%	-3%	·	-0.1%	2%	0.2
COc1ccc(N(CC(=O)Nc2cccc(OC)c2)S(=O)(=O)c2c(C)nn(C)c2C)cc1	-3%	11%	i	-14%	4%	?	0.2%	-4%	-1.2
Cc1nnc(Nc2ccc(Cl)c(C(F)(F)F)c2)[nH]c1=O	1%	8%	i	0%	6%	-8%	3.1%	-15%	0.9
CCOP(=O)(OCC)c1nc(/C=C/c2ccccc2)oc1NCc1ccccc1	-16%	6%	i	-8%	23%	-27%	2.4%	-8%	-2.5
O=C(c1ccc2c3c(cccc13)CC2)C1CCCN(C(=O)c2cccnc2)C1 (configuration not stated)	0%	-1%	i	?	·	?	2.5%	-67%	0.4
COc1ccccc1C(=O)Nc1sc2c(c1C#N)CCC2	-5%	0%	i	12%	28%	?	2.1%[9.22 µM]	-9%	-2.8
O=C(NCc1ccncc1)Nc1ccc(Cc2ccc(NC(=O)NCc3ccncc3)cc2)cc1	·	4%	i	?	·	·	0.4%	-60%	-2.0
OC(CN1CCN(c2ccccc2)CC1)Cn1c2ccccc2c2ccccc21 (configuration not stated)	-12%	13%	i	-21%	-13%	·	-0.2%	-38%	0.1
C=CCN(C(=O)CCC(=O)Nc1cc(C)on1)C(C(=O)NC(C)(C)C)c1cccc(OC)c1OC (configuration not stated)	-1%	8%	i	4%	-9%	-24%	-0.9%	-7%	1.3
CCc1ccc(CNC(=O)Cn2nc(-c3ccc(C)cc3)ccc2=O)cc1	3%	·	·	?	·	·	4.8%	-31%	·
Cn1ncc2c(Nc3ccc4ccccc4c3)ncnc21	3%	9%	i	0%	112%[activator]	?	10%	-26%	-2.0
O=C(N/C(=C/c1cccnc1)C(=O)N1CCOCC1)c1ccccc1F	-4%	3%	?	12%	-19%	0%	-0.9%	0%	-3.1
C[C@H]1C=C(C(=O)N2CCOCC2)O[C@@H](OCc2ccc(CO)cc2)C1	-2%	10%	i	2%	5%	1%	-0.6%	0%	-0.4
O=C(Cc1cccs1)NCc1ccc2c(c1)OCO2	-3%	6%	i	13%	19%	20%	0.3%	-9%	-0.4
CC(=O)Nc1ccc(S(=O)(=O)NCCC(=O)N2CCCCC2)cc1	-2%	6%	i	-6%	-2%	1%	-0.6%	-8%	-1.5
CCOc1ccc(C(=O)NC(=S)Nc2ccc(NC(=O)c3ccco3)c(C)c2)cc1[N+](=O)[O-]	-13%	12%	i	-11%	-3%	?	-1.2%	1%	0.5
COc1ccccc1OCCNC(=O)C(CCSC)NC(=O)COc1ccccc1 (configuration not stated)	1%	-1%	i	-13%	-4%	-3%	-0.7%	0%	0.1
CCCc1cc(=O)[nH]c(Nc2ccc(C)c(O)c2)n1	2%	·	i	3%	5%	15%	22%	-10%	·
OCCC1CN(Cc2cccc3c2OCO3)CCN1C1CCCCC1 (configuration not stated)	24%	12%	i	-3%	·	14%	-1.3%	-14%	-0.1
C/C(=N\NC(=O)NC1CCCCC1)C1CCCCC1	3%	-10%	i	-2%	-19%	-20%	-0.8%	-26%	-3.8
CC(C)NC(=O)c1ccc(-c2ccccc2C(F)(F)F)o1	-7%	-5%	i	-3%	56%[activator]	-2%	2.4%	-42%	2.4
COCc1nc2ccccc2n1Cc1ccc(Br)cc1	-2%	-2%	i	-17%	27%	8%	2.1%	-23%	2.0
Cc1ccc(/C=N/Nc2nncc(-c3ccccc3)n2)o1	-1%	-3%	i	5%	37%[activator]	16%	3.9%	16%	1.6
NC(=O)c1ccc(NC(=O)CS(=O)(=O)c2cn(CC(=O)N3CCCCC3)c3ccccc23)cc1	-3%	7%	i	11%	4%	-25%	-0.6%	13%	0.6
COc1ccc(S(=O)(=O)N(C)CC(=O)N2CCN(Cc3ccccc3)CC2)cc1C	-2%	4%	i	-24%	-7%	-18%	0.2%	-4%	-1.3
Cc1cc(C(=O)CNCc2ccco2)c(C)n1-c1ccc(F)cc1	7%	5%	i	?	-11%	?	-0.2%	-27%	-2.4
CCCCCCC/C(C)=N/NC(=O)CC(=O)NCCc1ccccc1	-13%	-5%	i	1%	-3%	-8%	0.3%	-1%	-1.5
Cc1ccc(-c2cc3nc(C)cc(C)n3n2)cc1	-1%	9%	i	-16%	63%[activator]	?	?	-17%	0.0
Cn1c(=O)c2c(ncn2CC(=O)OCC(=O)c2ccc(Br)cc2)n(C)c1=O	·	6%	i	-17%	·	·	3.9%	-13%	-0.5
CCOC(=O)C1=C(C)NC(=O)NC1c1ccc(OCC(=O)OC)c(OC)c1 (configuration not stated)	-4%	-85%[inhibitor][15.6 µM]	i	-2%	3%	28%	4.0%	-5%	-0.1
COc1cccc(CNC(=O)C(=O)Nc2ccc3nc4n(c(=O)c3c2)CCCCC4)c1	0%	·	?	1%	-14%	-14%	-0.3%	0%	·
CNC(=O)c1nn(-c2ccc(C)cc2)ccc1=O	1%	-16%	?	-1%	2%	8%	-0.5%	0%	0.2
Cc1cc(/C=C2\SC(=O)N(C)C2=O)c(C)n1-c1ccc(O)cc1	-1%	21%	i	?	·	?	10%	-64%	-0.3
S=C(NCc1ccc2c(c1)OCO2)Nc1ccc2nsnc2c1	-8%	25%	i	?	-6%	?	8.5%	-14%	-0.1
CC1CC(C)CN(S(=O)(=O)c2ccc3c(c2)CC(=O)N3)C1 (configuration not stated)	15%	0%	i	0%	·	0%	0.1%	2%	2.6
Cc1ccc(CCNC(=O)C2CCC(=O)N(Cc3cccc(F)c3)C2)cc1 (configuration not stated)	-2%	2%	?	-10%	20%	17%	-0.3%	-13%	-0.2
CC(C)c1ccc(CN(C(=O)c2cccs2)C2CCS(=O)(=O)C2)cc1 (configuration not stated)	-8%	10%	i	12%	-6%	?	-0.7%	0%	-2.4
CCN(CCCNC(=O)CCc1nc(-c2ccc(OC)cc2)no1)c1cccc(C)c1	-8%	-3%	i	?	-23%	·	9.6%	-2%	-0.6
CCOC(=O)c1nn(-c2ccccc2)c2nnc(Cc3ccc(Cl)cc3)c(=O)n12	-9%	-5%	i	16%	-15%	5%	0.4%	35%	-1.9

Full records as entered above. Order of screens: A549 tox	EPAC2 agonist	S2 tox	TGFb SMAD3 inh	ATXN2 expr inh	Nrf2 inh	Nrf2 activator	HepG2 tox	IL2 activator
O=C(NCc1ccncc1)Nc1ccc(Cc2ccc(NC(=O)NCc3ccncc3)cc2)cc1 is listed as ·	4%	i	?	·	·	0.4%	-60%	-2.0
C[C@H]1C=C(C(=O)N2CCOCC2)O[C@@H](OCc2ccc(CO)cc2)C1 is listed as -2%	10%	i	2%	5%	1%	-0.6%	0%	-0.4
COC(=O)CCC(NC(=O)OCc1ccccc1)C(=O)NC(CC(C)C)C(=O)OC (configuration not stated) is listed as 1%	?	i	-12%	-3%	2%	-0.4%	-15%	0.2

New compounds follow
SMILES	A549 tox	EPAC2 agonist	S2 tox	TGFb SMAD3 inh	ATXN2 expr inh	Nrf2 inh	Nrf2 activator	HepG2 tox	IL2 activator
COCCN1Cc2cccc(C(=O)Nc3cccc(OC)c3)c2C1=O	0%	-9%	i	2%	0%	?	2.6%	-1%	-0.6
CCN=C1S/C(=C\c2cn(C(C)=O)nc2-c2ccccc2)C(=O)N1CC	-8%	-1%	i	-3%	-7%	?	-0.4%	3%	-4.7
COc1cc(/C=N/O)ccc1OCc1ccc(C(=O)O)cc1	4%	6%	i	9%	0.71µM*	?	-2.5%	-32%	-3.3
Cc1cccc(OCCOC(=O)c2ccc(F)c(S(=O)(=O)N3CCOCC3)c2)c1	0%	16%	i	16%	0%	-1%	0.1%	11%	-0.5
CCOC(=O)c1c(NC(=O)c2ccc(S(=O)(=O)N(C)C)cc2)sc2c1CCN(C)C2	-2%	·	·	30%[activator]	·	·	?	-52%	·
CCCNC(=O)c1onc(CS(=O)(=O)c2cc(C)cc(C)c2)c1C(=O)NCCC	-5%	-2%	i	-34%	-15%	-7%	0.2%	-22%	-0.5
c1cnc2ccc(-c3ccc4ncccc4c3)cc2c1	-8%	-2%	?	3%	-11%	?	2.2%[9.22 µM]	-22%	-2.9
O=C(CCS(=O)(=O)c1ccccc1)Nc1ccccn1	2%	2%	i	6%	3%	8%	5.2%	-9%	-0.1
C=CC[C@]12C[C@@H](OC)C(=O)C=C1O[C@@H](c1ccc(OC)c(OC)c1)[C@H]2C	9%	5%	i	-2%	-10%	-6%	0.5%	-3%	-0.5
CCS(=O)(=O)c1ccc(C(=O)Nc2ccccc2OC)c(Cl)c1Cl	4%	13%	i	-9%	-17%[11.3 µM]	?	2.3%	-2%	-0.9
COc1ccc(-c2noc(CN(C(=O)c3ccc4c(c3)OCO4)C(C)C)n2)cc1OC	1%	6%	i	32%	-8%	-9%	0.3%	-4%	0.0
COCCCNc1nnc(Cc2ccc(Cl)cc2)c(=O)[nH]1	9%	11%	?	-5%	·	6%	-1.8%	-14%	0.6
COc1ccc(-c2c3c(cc4ncn(Cc5ccccc5)c24)COC3=O)cc1	-2%	8%	i	-17%	9%	26%	1.0%	0%	-0.3
COc1ccc(CC(=O)Nc2sc3c(c2C(N)=O)CCCC3)cc1	0%	3%	i	-17%	-11%	-12%	0.8%	-16%	2.7
COc1ccc(NC(=O)c2c(C(F)(F)F)nn(C)c2SCc2ccccc2)cc1	-9%	18%	i	-12%	5%	-33%	4.1%	-36%	-1.2
